Bioassay records: PubChem BioAssay, several laboratories
proCasp7 act: counter-screen: procaspase-7 (human) activation | P55210 | recombinant procaspase-7, Ac-DEVD-pNA absorbance 405 nm; D23A/D198A/D206A triple mutant, cannot self-cleave; scale: DMSO 0, 5 µM enzyme 100 | activation, % at 8.5 µM | hit rate 0.093% among 330,000;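 active = percent activation above the screen-wide mean plus 3 SD, cut at about 25% in these data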
Target sequence (P55210 whole entry D23A/D198A/D206A): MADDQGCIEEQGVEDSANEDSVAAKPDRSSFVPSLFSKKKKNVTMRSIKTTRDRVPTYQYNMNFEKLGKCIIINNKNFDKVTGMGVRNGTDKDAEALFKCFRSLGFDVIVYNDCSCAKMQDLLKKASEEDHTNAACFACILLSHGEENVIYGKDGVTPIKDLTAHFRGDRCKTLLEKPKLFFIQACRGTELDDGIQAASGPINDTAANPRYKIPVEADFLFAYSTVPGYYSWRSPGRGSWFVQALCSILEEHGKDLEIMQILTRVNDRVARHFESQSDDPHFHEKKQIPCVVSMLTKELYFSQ
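Replicates: singlicate. Assay system: Procaspase-7 triple mutant (PC-7 D3A). Signal: 405 nm absorbance of p-nitroaniline. Times: 1 h preincubation, 2 h reaction. Buffer or medium: Zinc-free HEPES pH 7.4 with 300 mM NaCl, 0.01% Triton X-100. Also added: DEVD-pNA substrate. Benchmarks: DMSO wells as 0%, DMSO with 5 µM added PC-7 as 100%.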
RPL19A TOR yeast: alters RPL19A-GFP fluorescence in TOR pathway yeast screen | S. cerevisiae RPL19A-GFP strain, flow cytometry, 3 h; active compounds read low | percent response vs DMSO, % at 10 µM | hit rate 0.3% among 330,000;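 active = percent response vs DMSO below 50%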;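 note: median channel GFP fluorescence of the barcoded RPL19A-GFP strain; ratio of sample median GFP to plate DMSO average so 100% = DMSO; lower means less RPL19A-GFP as with rapamycin TOR inhibition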
MEP2 TOR yeast: alters MEP2-GFP fluorescence in TOR pathway yeast screen. GFP response vs DMSO, % at 10 µM. hit rate 0.51% among 330,000. S. cerevisiae MEP2-GFP strain, flow cytometry GFP, 3 h; 100% = DMSO control level;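 active = GFP response versus DMSO above a set limit, roughly screen mean plus 3 SD, cut at about 180% in these data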;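 note: median GFP fluorescence of the barcode-gated MEP2-GFP cells per well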
AHR activator: activates the human aryl hydrocarbon receptor; P35869; AHR-responsive luciferase reporter cells, luminescence; activation, % at 5 µM; hit rate 2.5% among 320,000; in the data active = activation above about 47%;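 note: 0% = vehicle wells and 100% = reference agonist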
LAP4 TOR yeast: modulators of TOR pathway LAP4-GFP in S. cerevisiae; GFP response vs DMSO, % at 10 µM; hit rate 0.34% among 320,000; S. cerevisiae LAP4-GFP multiplex, flow cytometry GFP, 3 h; median GFP as percent of DMSO wells;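 active = GFP response vs DMSO above a set limit, about the screen mean plus 3 SD, cut at about 150% in these data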
CIT2 TOR yeast: modulators of TOR pathway CIT2-GFP in S. cerevisiae. AID 2029. GFP response vs DMSO, % at 10 µM. hit rate 0.065% among 320,000. S. cerevisiae CIT2-GFP strain, flow cytometry, 3 h; 100 means same as DMSO wells;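 active = GFP response relative to DMSO above a set limit, near the screen mean plus 3 SD, cut at about 150% in these data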;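 note: ratio of well median GFP fluorescence to mean of DMSO wells on the plate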
proCasp3 act: procaspase-3 (human) activation; P42574; hit rate 0.11% among 330,000; AID 463141; activation, % at 8.5 µM; recombinant procaspase-3 D3A, Ac-DEVD-pNA absorbance 405 nm;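 active = activation above the mean of all tested compounds plus 3 SD, cut at about 21% in these data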;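 note: 0% = DMSO alone and 100% = DMSO wells spiked with extra 5 µM PC-3 D3A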
Target sequence (P42574 whole entry D9A/D28A/D175A): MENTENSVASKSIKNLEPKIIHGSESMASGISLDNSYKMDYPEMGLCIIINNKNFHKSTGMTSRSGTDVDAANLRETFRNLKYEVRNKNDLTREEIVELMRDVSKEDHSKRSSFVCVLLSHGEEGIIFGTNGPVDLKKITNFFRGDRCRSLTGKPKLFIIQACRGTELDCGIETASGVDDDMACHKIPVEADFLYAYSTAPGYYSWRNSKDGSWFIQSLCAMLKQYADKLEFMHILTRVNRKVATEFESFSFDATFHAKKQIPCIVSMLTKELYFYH
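System: Procaspase-3 D3A mutant. Medium: Zinc-free 300 mM NaCl, 50 mM HEPES, 0.01% Triton X-100. Schedule: 1 h preincubation plus 2 h reaction at 25 °C. Measured by: 405 nm absorbance of p-nitroaniline, reads at 0 and 120 min. Read-out: percent activation relative to control range.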
AGP1-GFP MLPCN: modulators of TOR pathway AGP1-GFP in S. cerevisiae | S. cerevisiae AGP1-GFP multiplex flow cytometry, 3 h; GFP as percent of DMSO wells | GFP response vs DMSO, % at 10 µM | hit rate 0.02% among 320,000 | AID 2066;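 active = GFP response relative to DMSO above a set limit, near screen average plus 3 SD, cut at about 150% in these data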;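 note: median GFP channel fluorescence of the gated AGP1 strain per well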
An asterisk follows results filed as active; . = not tested or not shown. Compounds as they come. Share with any hit: about 3.5%.

SMILES	proCasp7 act	RPL19A TOR yeast	MEP2 TOR yeast	AHR activator	LAP4 TOR yeast	CIT2 TOR yeast	proCasp3 act	AGP1-GFP MLPCN
Cc1cc(C(=O)CSc2n[nH]c(N)n2)c(C)n1-c1ccc2c(c1)OCO2	-10	107	106	1	97	111	-4	112
Cc1cccc(N(CC(=O)NCc2ccco2)C(=O)CCC(=O)Nc2ccccn2)c1C	-1	107	103	2	92	101	4	103
CC(=O)Nc1ccc2nc(C)n(Cc3ccc(Cl)cc3)c(=O)c2c1	4	103	115	18	109	105	1	107
Cn1c(SCC(=O)Nc2cccnc2Cl)nc2ccccc21	13	100	105	2	98	104	-1	102
COc1cc(C(C)=O)ccc1OCC(O)CN1CCN(c2c(C)cccc2C)CC1 (configuration not stated)	-7	99	97	2	97	96	-4	96
Cc1csc(NC(=O)c2ccc(C)o2)n1	1	95	90	17	83	87	2	87
CC(C)n1nc(C(=O)N2CCN(S(=O)(=O)c3cccs3)CC2)c2ccccc2c1=O	8	98	101	2	99	98	5	103
CCOC(=O)CC1C(=O)NCCN1C(=O)Nc1ccc(Cl)cc1 (configuration not stated)	6	.	100	1	89	96	5	98
CC1(C)Cc2ccccc2-c2c1c(=O)n(Cc1ccccc1)c1nnnn21	3	102	105	3	98	110	2	105
CC(C)COC(=O)C(C#N)c1nc2ccccc2nc1N1CCN(Cc2ccc3c(c2)OCO3)CC1 (configuration not stated)	-3	104	99	4	100	99	-6	105

An excerpt from above in order of their number in AGP1-GFP MLPCN, lowest first:
mol	RPL19A TOR yeast	MEP2 TOR yeast	AHR activator	LAP4 TOR yeast	CIT2 TOR yeast	proCasp3 act	AGP1-GFP MLPCN
Cc1csc(NC(=O)c2ccc(C)o2)n1	95	90	17	83	87	2	87
Cc1cccc(N(CC(=O)NCc2ccco2)C(=O)CCC(=O)Nc2ccccn2)c1C	107	103	2	92	101	4	103
CC(=O)Nc1ccc2nc(C)n(Cc3ccc(Cl)cc3)c(=O)c2c1	103	115	18	109	105	1	107

One compound at a time (already shown). Order of values: proCasp7 act | RPL19A TOR yeast | MEP2 TOR yeast | AHR activator | LAP4 TOR yeast | CIT2 TOR yeast | proCasp3 act | AGP1-GFP MLPCN
COc1cc(C(C)=O)ccc1OCC(O)CN1CCN(c2c(C)cccc2C)CC1 (configuration not stated) across the screens: -7 | 99 | 97 | 2 | 97 | 96 | -4 | 96
CC(C)n1nc(C(=O)N2CCN(S(=O)(=O)c3cccs3)CC2)c2ccccc2c1=O across the screens: 8 | 98 | 101 | 2 | 99 | 98 | 5 | 103
Cc1csc(NC(=O)c2ccc(C)o2)n1 across the screens: 1 | 95 | 90 | 17 | 83 | 87 | 2 | 87
CC1(C)Cc2ccccc2-c2c1c(=O)n(Cc1ccccc1)c1nnnn21 across the screens: 3 | 102 | 105 | 3 | 98 | 110 | 2 | 105
Cn1c(SCC(=O)Nc2cccnc2Cl)nc2ccccc21 across the screens: 13 | 100 | 105 | 2 | 98 | 104 | -1 | 102

Remaining list, next part
SMILES	proCasp7 act	RPL19A TOR yeast	MEP2 TOR yeast	AHR activator	LAP4 TOR yeast	CIT2 TOR yeast	proCasp3 act	AGP1-GFP MLPCN
COC(=O)c1ccc(S(=O)(=O)N2CCCCCC2)n1C	3	98	107	1	98	92	1	94
O=C(NC(=S)Nc1ccccc1Br)c1ccc2c(c1)OCO2	3	106	93	36	94	99	7	105
COc1ccc(NC2CC(=O)N(c3cc([N+](=O)[O-])ccc3C)C2=O)cc1 (configuration not stated)	-12	97	97	1	117	86	-12	94
O=C(NCCN1CCN(C(=O)c2ccc(F)cc2)CC1)c1ccc(F)cc1	-8	98	91	26	85	91	-4	86
O=C(Nc1nnc(-c2ccccc2Cl)o1)c1ccco1	1	102	104	12	101	94	11	98
CCOC(=O)c1[nH]c(C)c(C(=O)Nc2ccccc2C)c1C	8	97	96	-1	99	97	6	106
Cc1ccc2[nH]c(=O)c(CN(Cc3cccs3)S(=O)(=O)c3ccc4c(c3)OCCO4)cc2c1	7	101	101	21	101	97	-1	101
Cc1cc(C)c2c(N)c(C(=O)N3CCCCCC3)sc2n1	12	101	104	4	108	99	-6	101
CCC/C(O)=C1\C(=O)CCCC1=NCCc1ccc(OCC)c(OCC)c1	-3	96	103	2	96	96	2	94
Cc1ccccc1S(=O)(=O)Cc1ccc(C(=O)N2CCN(c3ncccn3)CC2)o1	3	99	100	2	105	99	3	97
Cc1c(O)ccc(C(=O)CN2CCN(Cc3ccc4c(c3)OCO4)CC2)c1O	5	94	101	2	96	85	-7	96
CCCCCC(=O)NNC(=O)c1ccc(-c2ccccc2)cc1	-4	.	96	1	101	94	0	96
CC1=NN(c2ccccc2)C(=O)/C1=C/c1ccc(Cl)cc1	.	105	95	.	95	100	.	102
O=C(CNC(=O)C1CCCCC1)Nc1cc(Cl)ccc1Cl	-7	109	109	3	103	111	2	111
O=C(Nc1ccccc1C(F)(F)F)c1cc(-c2ccccc2O)on1	1	102	105	-1	103	98	2	103
CS(=O)(=O)N1CCN(c2ccc(NC(=S)NC(=O)c3cccs3)cc2)CC1	-4	90	85	2	111	89	-4	90
COc1cccc(C(=O)COC(=O)c2cccs2)c1	6	93	103	7	108	104	8	112
COc1ccc(CC(=O)Nc2nnc(C(C)C)s2)cc1OC	-1	100	109	3	92	105	6	93
CCOC(=O)N/N=C\c1ccc([N+](=O)[O-])o1	-1	93	97	2	97	93	-3	94
CCOC(=O)C1(CCOc2ccccc2)CCN(Cc2ccc(C#CCCO)cc2)CC1	8	104	112	1	95	106	1	100
CN(C(=S)NC(=O)/C=C/c1ccc(F)cc1)C1CCCCC1	6	108	105	-7	99	105	-2	109
CS(=O)(=O)N1CCN(C2CCN(Cc3ccccc3)CC2)CC1	1	93	100	4	98	93	10	95
CN(C)C(=O)COC(=O)[C@H](Cc1ccccc1)NC(=O)c1ccco1	-6	113	116	2	119	111	-4	117
Cc1cc(C)c2c(c1)/C(=N\N=c1\sc3ccccc3n1C)C(=O)N2	-10	102	109	17	117	96	4	100
COc1cccc(C(=O)NCC2(c3ccc(OC)c(OC)c3)CCCC2)c1	10	96	91	6	84	100	3	90
Cc1cnc(C(=O)OCC(=O)Nc2ccc(Br)cc2F)cn1	-6	101	101	0	110	98	3	103
COc1cccc(NC(=O)N2CCN(c3ccc(C(F)(F)F)cn3)CC2)c1	7	91	102	-8	99	94	5	96
CCCCC(=O)NC(=S)Nc1c(C)cc(Br)cc1C	-15	97	98	0	98	95	2	93
Cc1cccc(C)c1NC(=O)CCCn1nc(C)c2c(C)n(-c3ccccc3)nc2c1=O	4	98	100	1	102	100	0	102
COc1ccc([C@H]2CC(=O)C=C(c3cccc(Br)c3)C2)cc1OC	3	109	95	9	105	85	2	96
CC(C)Oc1ccc(CC(=O)NNC(=S)Nc2ccc(Br)cc2)cc1	-14	106	108	4	99	107	-8	102
CS(=O)(=O)c1ccc(C(=O)Nc2ccc(N3CCOCC3)cc2)c(Cl)c1	13	95	97	0	94	99	7	100
CCOC(=O)CCSc1nc(C)cc(C(F)(F)F)c1C#N	11	102	107	1	110	98	3	106
COc1ccc(C(=O)N/C(=C\c2cccs2)c2nc3ccccc3[nH]2)cc1OC	6	93	93	20	94	99	6	96
Cc1cc(C)c2[nH]c(C(=O)N3CCC(n4nccc4NC(=O)C4CC4)CC3)c(C)c2c1	.	102	101	.	88	87	.	87
Cc1nc(NC(CC(C)C)C(=O)O)c2nc(C)oc2n1 (configuration not stated)	6	102	102	1	94	109	1	108
COCCCn1c2nc3ccccc3nc2c2c(=O)n(-c3ccccc3OC)cnc21	2	101	98	-5	102	103	-3	.
COc1ccccc1Nc1nnc(SCC(=O)NC2CCCC2)s1	0	103	104	7	107	96	-6	105
COC(=O)C1=C(C)N(Cc2ccccc2)C(=O)N[C@H]1CCc1ccccc1	2	102	102	1	104	98	11	104
Cc1cc(NC(=O)COc2ccc(Cl)cc2Cl)n(-c2ccccc2)n1	2	105	119	1	107	105	-5	105
CCN1CCN(c2cc3nc(C)n(Cc4ccccc4)c(=O)c3cc2NC(=O)c2ccccc2F)CC1	4	100	101	-4	90	97	-4	91
CCCCc1n[nH]c2c1/C(=N/O)CC(C)(C)C2	-1	90	105	9	96	83	8	93
Cn1c(SCC(=O)Nc2ccc(Br)cc2)nc(O)cc1=O	-4	94	92	3	99	98	1	97
Cc1ccc(S(=O)(=O)N(C)CC(=O)Nc2cccc(C)n2)cc1	-2	98	100	5	94	.	5	103
CC1CCN(C(=O)C2CCCCN2S(=O)(=O)c2cccc([N+](=O)[O-])c2)CC1 (configuration not stated)	-3	96	95	3	90	95	-6	93
O=C(c1ccco1)N1CCN(c2ncnc3c2[nH]c2ccc(Cl)cc23)CC1	2	107	97	81*	90	109	9	94
COc1ccc(-c2nnn(CC(=O)N(CC(=O)NC3CCCC3)Cc3ccco3)n2)cc1OC	3	97	99	1	88	95	0	92
OCC1(C2=NOC(O)(C(F)(F)F)C2)CCCCC1 (configuration not stated)	6	102	102	-1	97	103	0	105
CCOC(=O)c1cnc2ccc(C)cc2c1NCCO	4	103	101	4	113	110	-2	105
O=C(c1ccc2c(c1)OCO2)N(c1ccc(Br)cc1)C1C=CS(=O)(=O)C1 (configuration not stated)	2	97	98	1	106	99	2	106
c1csc(CNc2ncnc3nc[nH]c23)c1	3	103	92	0	92	96	-2	104
CSc1cccc(NC(=O)CN(c2ccc(C)cc2C)S(C)(=O)=O)c1	3	92	96	6	89	94	6	91
Cc1cc(C)n(-c2ccc(C(=O)OCC(=O)NCc3ccco3)cc2)n1	2	90	89	-1	92	88	2	91
